SENP7 block = blocks the human protease SENP7 | Q9BQF6 | recombinant SENP7, Z-RLRGG-aminoluciferin luminescence, 40 min | inhibition, % at 5 µM | 1.5% of 330,000 active | AID 434973;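 active = inhibition above about 50% at the single test dose, limit read from the data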;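 note: plate controls were DMSO with enzyme for no effect and no enzyme buffer wells for full effect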
Target sequence (Q9BQF6 706-1050 limits assumed): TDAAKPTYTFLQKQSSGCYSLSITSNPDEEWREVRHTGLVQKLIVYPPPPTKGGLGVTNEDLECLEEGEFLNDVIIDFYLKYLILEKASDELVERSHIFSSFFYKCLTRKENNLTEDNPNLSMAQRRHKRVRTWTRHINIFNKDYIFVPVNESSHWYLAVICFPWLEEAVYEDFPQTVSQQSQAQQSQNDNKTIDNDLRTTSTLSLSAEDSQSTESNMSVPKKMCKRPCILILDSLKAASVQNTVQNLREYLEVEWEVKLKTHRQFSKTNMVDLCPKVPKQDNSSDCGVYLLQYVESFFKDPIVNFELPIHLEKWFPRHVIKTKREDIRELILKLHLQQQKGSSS
SENP6 inh = blocks the human protease SENP6; Q9GZR1; Recombinant SENP6 catalytic domain, aminoluciferin luminescence; inhibition, % at 10 µM; 1.8% of 330,000 active; AID 2599;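 active = inhibition above about 50% at the single tested dose, limit read from the data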;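 note: plate controls were DMSO wells with enzyme for no effect and DMSO wells lacking enzyme for full effect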
Target sequence (Q9GZR1 628-1112 limits assumed): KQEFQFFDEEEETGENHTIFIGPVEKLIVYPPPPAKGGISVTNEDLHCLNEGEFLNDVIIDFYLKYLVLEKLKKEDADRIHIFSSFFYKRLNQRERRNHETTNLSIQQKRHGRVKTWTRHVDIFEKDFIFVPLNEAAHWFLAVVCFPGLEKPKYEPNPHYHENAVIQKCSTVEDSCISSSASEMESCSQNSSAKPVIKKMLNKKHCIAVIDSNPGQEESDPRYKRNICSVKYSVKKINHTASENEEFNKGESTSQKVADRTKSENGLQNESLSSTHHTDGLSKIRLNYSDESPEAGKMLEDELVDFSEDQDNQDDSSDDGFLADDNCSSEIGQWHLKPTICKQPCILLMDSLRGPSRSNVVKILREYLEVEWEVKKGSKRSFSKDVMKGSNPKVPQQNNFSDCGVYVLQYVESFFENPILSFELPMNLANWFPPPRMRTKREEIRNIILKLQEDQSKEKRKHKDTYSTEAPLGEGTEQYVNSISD
SENP8 block-1 = inhibitors of human SENP8 protease; purified SENP8, Z-RLRGG-aminoluciferin cleavage, luminescence; inhibition, % at 10 µM; 1.2% of 330,000 active; AID 2540; in the data active = inhibition above about 50%
Target sequence (Q96LD8 whole entry, looked up): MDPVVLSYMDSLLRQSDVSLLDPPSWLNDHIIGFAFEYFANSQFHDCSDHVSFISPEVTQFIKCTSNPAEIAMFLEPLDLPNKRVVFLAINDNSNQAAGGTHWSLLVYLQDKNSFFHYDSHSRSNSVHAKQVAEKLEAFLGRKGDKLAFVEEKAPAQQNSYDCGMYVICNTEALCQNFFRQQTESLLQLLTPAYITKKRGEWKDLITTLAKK
HKDC1 inhibitor = HKDC1 (human) hexokinase inhibition; 0.16% of 340,000 active; AID 493160; inhibition, % at 20 µM; recombinant HKDC1, G6PDH/diaphorase resazurin coupled fluorescence;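 active = inhibition above about 35% when tested at 20 µM, limit read from the data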;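 note: plate controls were DMSO wells with enzyme for no effect and DMSO wells lacking enzyme for full effect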
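Assay system: in-house recombinant HK5 (HKDC1) enzyme. Input: HKDC1 at 5 µg/mL. Medium: Tris pH 8.0 buffer with MgCl2, Tween-20, BSA, BME. Dosing: single 20 µM dose. Schedule: 90 min reaction incubation at room temperature, dark. Signal: resazurin-to-resorufin fluorescence via G6PDH and diaphorase coupling, 525/613 nm. Controls: DMSO-enzyme wells negative, buffer-substituted wells positive.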
PfG6PD inh = PfG6PD (Plasmodium falciparum) enzyme inhibition. PfGluPho enzyme, NADPH resazurin-diaphorase fluorescence. inhibition, % at 20 µM. 0.78% of 350,000 active. AID 504690;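 active = inhibition reaching at least a set limit at 20 µM in the primary screen, cut at about 59% in these data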;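 note: 0% = DMSO wells with substrate and 100% = DMSO wells lacking glucose-6-phosphate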
SENP8 block-2 = inhibitors of human SENP8 protease; Q96LD8; recombinant SENP8, Nedd8 substrate fluorescence; inhibition, % at 20 µM; 0.64% of 360,000 active; AID 602440; in the data active = inhibition mostly above about 40%, no sharp cut-off; inactive = mostly below about 27%
Apaf-1 inh = blocks human Apaf-1 apoptosome activity; 0.71% of 330,000 active; inhibition, % at 20 µM; reconstituted apoptosome caspase-3 activity, DEVD-Rh110 fluorescence; active = inhibition of at least 40% at 20 µM;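 note: plate controls were DMSO wells for no effect and DEVD-CHO caspase inhibitor wells for full effect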
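detection = Rh110 fluorescence intensity | test system = biochemical Apaf-1 apoptosome reconstitution | also added = cytochrome c and DEVD-Rh110 substrate | schedule = 30 min plus 50 min, RT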
SENP1 inh = inhibitors of human SENP1 SUMO protease catalytic domain. 0.21% of 360,000 active. inhibition, % at 10 µM. Q9P0U3. AID 624204. recombinant SENP1 catalytic domain, CyPet-SUMO1-YPet FRET cleavage;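 active = inhibition at least 30% at 10 µM, raw YFP signal under a set limit, fluorescence ratio 0.5 to 1.5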;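 note: 0% = enzyme with DMSO and 100% = no enzyme wells; some results filed as inactive read as strong as hits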
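system = hSENP1 catalytic domain, recombinant | reagent = SFCypet-SUMO1-SFYpet substrate at 25 nM | doses = one dose per compound, 10 µM, 0.5% DMSO | incubation = enzyme reaction for 50 min at room temperature, dark | measured by = FRET, CFP and YFP emission | controls = no-enzyme low, enzyme-DMSO high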
The depositor's hits bear a star; i = inactive; / = no result given.

SMILES	SENP7 block	SENP6 inh	SENP8 block-1	HKDC1 inhibitor	PfG6PD inh	SENP8 block-2	Apaf-1 inh	SENP1 inh
COc1ccc(OC)c(-c2[nH]nc3c2C(c2ccco2)C(C#N)=C(N)O3)c1 (stereo not drawn)	2	-1	1	7	21	-24	3	-6
Cc1c(C(=O)NC(C)CN2CCCCC2)oc2ccccc12 (stereo not drawn)	-6	6	-2	1	10	1	-3	-6
O=C(c1cccc(Oc2ccccc2)c1)N1CCN(c2ccccn2)CC1	5	-3	-10	-2	8	10	-2	3
Cc1ccc(/C=C2/C(=N)N3N=C(CC(=O)N4CCCC4)SC3=NC2=O)cc1	/	/	/	0	-16	12	/	1
Cn1sc(NC(=O)c2ccccc2Cl)nc1=O	9	12	-8	-4	30	27	-5	-3
COc1cccc(CNC(=O)CCS(=O)(=O)c2cc3c(cc2C)NC(=O)CO3)c1	2	-14	-3	-4	-5	8	7	-3
CCOC(=O)N1CCN(CC(O)COc2ccccc2C(C)(C)C)CC1 (stereo not drawn)	-2	-20	-6	-7	-3	6	3	0
Cc1ccc(C)c(N2CCN(C(=O)CCNS(=O)(=O)c3ccc4c(c3)oc(=O)n4C)CC2)c1	-3	-6	-2	-3	8	15	7	2
C=CCSc1nnc(-c2cc(Br)ccc2N)c(=O)[nH]1	15	-14	-9	-1	-24	15	6	3
CCOc1ccc(CCNC(=O)Nc2ccccc2C)cc1OCC	-2	-2	-7	-6	4	11	2	1
N/C(=N\OC(=O)Cc1ccccc1)c1cccnc1	-3	1	-13	-2	-14	3	-11	0
Cc1cc(Cl)c2oc(C(=O)N(C)C3CCOC3)c(C)c2c1 (stereo not drawn)	4	-2	-4	-1	-11	6	9	1
COc1ccc(CCNC(=O)CN(c2ccc(OC)c(OC)c2)S(=O)(=O)c2ccccc2)cc1OC	-2	-15	4	0	-13	-1	-1	-1
Cc1nc2nc(COc3ccccc3)[nH]n2c(=O)c1C	8	2	0	0	-7	-2	3	1
C[C@H](NC(=O)[C@@H]1CSC2c3ccccc3C(=O)N21)C(=O)NC1CCCC1 (stereo partly drawn)	-1	-8	-6	-3	0	-3	-1	3
Nc1ccc(C(=O)OCC(=O)NC(=O)c2ccccc2)cc1[N+](=O)[O-]	-2	-1	2	1	1	9	10	1
O=C(C1CC(=O)N(c2ccc(F)cc2)C1)N1CCN(c2ccccc2)CC1 (stereo not drawn)	2	10	5	-3	16	12	3	1
O=S(=O)(NNC(=S)NCC1CCCO1)c1cc(Cl)ccc1Cl (stereo not drawn)	1	-3	9	-2	-3	7	-3	1
Nc1nc(SCC(=O)NC2CCCc3ccccc32)n[nH]1 (stereo not drawn)	3	-11	-9	-1	-8	-5	-24	1
CCOc1ccc(N/C(=N/c2nc(C)cc(C)n2)NC(C)=O)cc1	-4	-24	6	1	-14	12	-3	0
CC(C)=CCC/C(C)=C/CNC(=O)C[C@H]1C[C@H](C(=O)N2CCOCC2)[C@@]2(C)c3[nH]c4cc(CCC(=O)N(C)C)ccc4c3CCN2C1=O	-5	/	/	3	3	-8	35	-3
O=C1C2C3c4ccccc4C(c4ccccc43)C2C(=O)N1c1cccc2cccnc12 (stereo not drawn)	1	-8	-1	4	2	17	16	-1
CCn1cc(CNC(=O)CCSc2nc(-c3ccco3)cc(C(F)(F)F)n2)cn1	3	-8	2	-1	-5	/	3	/
O=C(NC1CCCC1)C(c1ccncc1)N(Cc1ccco1)C(=O)c1ccc(-c2ccccc2)[nH]1 (stereo not drawn)	-8	-8	-9	-5	6	-152	19	-28
Cc1cc(Cl)ccc1OCC(=O)NCCCn1ccnc1	0	9	7	-7	4	24	-1	-1

Following part.
SMILES	SENP7 block	SENP6 inh	SENP8 block-1	HKDC1 inhibitor	PfG6PD inh	SENP8 block-2	Apaf-1 inh	SENP1 inh
COc1ccc(/C=C/C(=O)Oc2cc(C)[nH]c(=O)c2[N+](=O)[O-])cc1OC	-2	-16	0	-7	-4	-28	-6	3
CS(=O)(=O)Nc1ccc2[nH]c(=O)[nH]c2c1	-4	-12	-5	-2	12	11	10	-43
Cc1ccc(-c2ccc(C(=O)NCc3ccc(Cl)cc3)o2)c2ccccc12	-3	-10	0	21	61*	i	24	-2
CCCCc1cc(=O)oc2cc(C)cc(OCC(=O)NCCN3CCOCC3)c12	5	3	-6	2	-8	-332	-2	3
N#CCCc1cccc(CCC#N)c1	9	0	-10	-7	-5	17	4	2
CCOC(=O)c1cc2c(C)[nH]c(C)c2cc(C(=O)OCC)c1=O	5	13	1	4	3	-31	11	-5
CCc1nnc(NC(=O)c2cc(S(=O)(=O)N3CCCCC3)ccc2N2CCOCC2)s1	-7	-12	-10	-7	-13	-131	-6	-2
O=C(Cc1csc(NC(=O)Nc2cccc(Cl)c2)n1)NC1CCCC1	-2	-5	-5	3	-2	-1	13	2
CC1CN(C2=NC(=O)/C(=C3/C(=O)N(Cc4ccc(F)cc4)c4ccccc43)S2)CC(C)O1 (stereo not drawn)	12	-17	-10	-6	25	14	-2	3
CCN(CC)S(=O)(=O)c1ccc(N2CCOCC2)c(NC(=O)c2ccc3ccccc3c2)c1	1	-9	-9	-3	-4	14	4	1
O=C(COC(=O)CNC(=O)c1cccc(F)c1)NCCC1=CCCCC1	-3	-8	0	15	15	10	6	-2
CCc1ccccc1NC(=O)CN(C)C(=O)COC(=O)c1c(Cl)cccc1Cl	-9	-12	-24	-2	-21	1	1	-1
Cc1ccccc1OCCCC(=O)Nc1ccc(Br)cc1	9	-4	0	7	-14	26	2	0
COc1ccc2ccccc2c1CNc1nnnn1C	3	11	7	-6	4	-4	-28	1
C/C(=C\C(=O)c1ccc(Cl)cc1)NCc1ccc2c(c1)OCO2	3	13	-6	9	-7	-5	21	0
Cc1nc(Cl)c2c(n1)N(CC(N)=O)C(=O)CO2	-9	-5	1	7	-15	24	-18	3
CCn1c(SCC(=O)NCc2ccc3c(c2)OCO3)nnc1-c1ccncc1	-3	12	-15	-10	1	-18	14	-7
CCc1nnc(NC(=O)CSc2nnc(COc3ccccc3)n2Cc2ccccc2)s1	-10	-7	-7	-3	-37	9	3	-2
CCOc1cc2[nH]c(=S)n(CCC(=O)NCc3ccco3)c(=O)c2cc1OCC	-5	-32	2	-3	7	1	-4	0
CCC(=O)N/C(=N/c1nc(C)cc(C)n1)Nc1ccc(C)cc1	-2	-2	-4	6	6	18	8	-2
CCOc1ccccc1NC(=O)Nc1ccon1	8	3	-4	-6	1	26	-17	3
Cc1cc(C)cc(C(N)=Nc2cccc(C#N)c2)c1	-9	-34	-8	-3	25	12	-4	3
Cc1cccc(NC(=S)N2CCC(NC(=O)c3ccco3)CC2)c1	-10	-6	0	-8	8	12	-1	1
CC(Cc1ccccc1)C(=O)NCc1ccncc1 (stereo not drawn)	5	-11	5	-7	-16	8	1	2
O=c1oc2ccccc2c(N2CCCC2)c1[N+](=O)[O-]	-1	10	0	-10	-7	11	-4	2

One compound at a time (already shown). Values in the order: SENP7 block | SENP6 inh | SENP8 block-1 | HKDC1 inhibitor | PfG6PD inh | SENP8 block-2 | Apaf-1 inh | SENP1 inh
Listed for `CCOC(=O)c1cc2c(C)[nH]c(C)c2cc(C(=O)OCC)c1=O` : 5 | 13 | 1 | 4 | 3 | -31 | 11 | -5
Listed for `CCn1c(SCC(=O)NCc2ccc3c(c2)OCO3)nnc1-c1ccncc1` : -3 | 12 | -15 | -10 | 1 | -18 | 14 | -7

Other structures follow:
SMILES	SENP7 block	SENP6 inh	SENP8 block-1	HKDC1 inhibitor	PfG6PD inh	SENP8 block-2	Apaf-1 inh	SENP1 inh
CN(C)S(=O)(=O)c1ccc(Cl)c(C(=O)OCC(=O)c2ccco2)c1	-3	7	4	-4	-3	15	-8	0
O=C(c1cccc(Cl)c1)N1CCC(=O)N(C(COCc2ccccc2)Cc2ccccc2)CC1 (stereo not drawn)	0	-14	-5	-4	1	16	28	3
COCCOc1ccc(C(F)(F)F)cc1NC(=O)c1ccc(F)cc1	5	13	-7	-6	6	24	4	-2
CSc1nc(SCC(=O)NCc2ccco2)c2c3c(sc2n1)CN(C)CC3	1	14	4	-4	13	-128	2	-25
CCN(CC)S(=O)(=O)c1ccc(C2CNC(=O)C2)cc1 (stereo not drawn)	-11	-17	-11	-7	6	4	-3	3
COC(=O)c1ccc(CN2CCC(n3nccc3NC(=O)C3CCCC3)CC2)cc1	0	12	-5	6	-22	1	15	-3
CC1N/C(=C\C(=O)c2ccccc2)N(O)C1(C)C (stereo not drawn)	2	-6	-1	-9	8	16	-7	1
COc1ccc(OC)c(NC(=O)CCCNC(=O)c2ccc(Cl)cc2)c1	2	-5	-13	3	-16	16	9	1
CCN(CC)C(=O)[C@H]1CC(CC(=O)NCCN2CCOCC2)C(=O)N2CCc3c([nH]c4ccccc34)[C@]12C (stereo partly drawn)	7	-16	-3	-3	-2	3	-9	-1
CC(=O)Nc1ccc(S(=O)(=O)N2CCC(C(=O)N[C@@H](Cc3ccccc3)C(=O)O)CC2)cc1	-6	-15	-5	7	-18	12	-4	0
CN(CC(=O)Nc1ccc(F)c(F)c1F)C(=O)c1ccc(=O)[nH]c1	0	-6	2	-6	-8	4	4	4
CCN(C[C@H]1N[C@@](Cc2ccccc2)(C(=O)OC)[C@H]2C(=O)N(C)C(=O)[C@@H]12)C(=O)c1ccc(C)cc1	-7	-23	-4	6	10	6	3	0
COc1cc(C2C(C#N)=C(N)Oc3c2ccc2ccccc32)ccc1OCC(=O)Nc1ccccc1C (stereo not drawn)	13	-1	2	12	-8	-155	19	-20
Cn1ncc(Br)c1C(=O)NCc1cccs1	5	-2	-3	-9	-10	5	-23	1
CCOC(=O)C1=C(N)OC2=C(C(=O)CC(C)(C)C2)C1c1ccc(CC)s1 (stereo not drawn)	-11	-26	-7	-6	15	9	7	5
O=C1OCC(c2ccccc2)=C1c1ccc(S(=O)(=O)N2CCOCC2)s1	6	7	1	-2	-11	-66	12	4
CC(C(O)c1cc(=O)c(OCc2ccccc2)co1)[N+](=O)[O-] (stereo not drawn)	-6	-4	1	0	-9	1	-12	-1
Cc1ccc(Nc2n[nH]c(C)c2[N+](=O)[O-])cc1	-3	-7	-11	-14	3	25	2	3
COc1ccc(C(=O)NCCNc2nc3c(C)cccc3cc2C#N)cc1OC	5	-15	9	6	3	-298	6	-77
Cc1nc2cc(N3CCN(C)CC3)c(NC(=O)Cc3ccccc3)cc2c(=O)n1Cc1ccccc1	-6	2	-9	-6	12	-51	14	-3
O=C(CCCOc1ccccc1)Nc1cccc([N+](=O)[O-])c1	4	10	1	-7	6	23	3	3
CCCN(CCC)CCCNC(=O)c1cn(CCOC)c(=O)c2c1c1ccccc1n2C	2	6	3	-3	-3	-280	-5	-1
COCCNC(=O)CCc1c(C)nc2nc(-c3cc(OC)cc(OC)c3)nn2c1C	2	8	1	14	-25	0	-1	0
Cc1cccc(/C(N)=N/OC(=O)c2ccc(Cl)cc2Cl)c1	98*	94*	97*	-13	5	15	-7	2
COc1ccc(C(=O)NC2CCN(C(=S)Nc3ccccc3)CC2)cc1	4	-20	-6	7	-13	13	-1	0
Cc1ccc(C(=O)N/N=C/c2ccoc2)cc1C	-9	-8	-11	2	-5	-9	9	1

4 compounds from above, limited to SENP8 block-1 and HKDC1 inhibitor.
molecule,SENP8 block-1,HKDC1 inhibitor
O=C(CCCOc1ccccc1)Nc1cccc([N+](=O)[O-])c1,1,-7
CCCN(CCC)CCCNC(=O)c1cn(CCOC)c(=O)c2c1c1ccccc1n2C,3,-3
COCCNC(=O)CCc1c(C)nc2nc(-c3cc(OC)cc(OC)c3)nn2c1C,1,14
Cc1cccc(/C(N)=N/OC(=O)c2ccc(Cl)cc2Cl)c1,97*,-13
